# DDE Tn7 FP inh – inhibitors of Tn7 peptide binding to fibrin DD(E), primary screen, biochemical, fluorescence polarization, human fibrin, Tn7 probe | Fibrinogen beta chain (Homo sapiens), P02675 | FP displacement of FITC-Tn7 peptide from fibrin DD(E); 0% = median of compound wells per plate | inhibition, % at 8.3 µM | 370,000 compounds, 0.13% hits | AID 720508, 2013;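 active = inhibition above the mean of compounds falling within the control limits plus 3 SD of them, cut at about 14% in these data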;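 note: 0% = plate median of compound wells and 100% = 10 µM Aha-Tn7 peptide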
# Target sequence (P02675 whole entry, looked up): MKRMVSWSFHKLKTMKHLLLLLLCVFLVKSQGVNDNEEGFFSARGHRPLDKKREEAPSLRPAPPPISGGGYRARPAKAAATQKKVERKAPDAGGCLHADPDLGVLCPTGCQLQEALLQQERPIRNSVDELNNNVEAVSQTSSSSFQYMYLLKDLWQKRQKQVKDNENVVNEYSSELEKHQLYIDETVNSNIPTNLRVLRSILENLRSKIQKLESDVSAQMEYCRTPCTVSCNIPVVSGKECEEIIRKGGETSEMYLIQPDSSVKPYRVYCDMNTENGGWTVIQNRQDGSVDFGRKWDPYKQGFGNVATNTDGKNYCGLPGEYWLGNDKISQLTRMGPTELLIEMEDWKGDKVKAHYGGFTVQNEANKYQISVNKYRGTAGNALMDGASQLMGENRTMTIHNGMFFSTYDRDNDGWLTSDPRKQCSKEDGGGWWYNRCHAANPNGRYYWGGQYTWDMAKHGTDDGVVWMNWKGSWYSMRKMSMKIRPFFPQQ
#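 Test system – human fibrin DD(E) · Times – 10 min preincubation, 3 h with tracer, room temperature · Detection – fluorescence polarization of the labelled Tn7 tracer · Measure – percent inhibition normalized to high-control wells · Benchmarks – high control wells with 10 µM unlabelled Aha-Tn7 peptide (full inhibition) · Repeats – singlicate testing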
# SIAE inh – human SIAE inhibitors, primary screen, biochemical, fluorescence polarization, FP-Rh probe, 1536-well HTS | Sialate O-acetylesterase (Homo sapiens), Q9HAT2 | SIAE FP-Rh probe binding | inhibition, % at 9.66 µM | 370,000 compounds, 0.69% hits;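 active = inhibition above a cutoff: mean of compounds within the control limits plus 3 SD of those, cut at about 17% in these data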;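 note: 0% = plate median of compound wells and 100% = probe without SIAE protein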
# UHRF1 MBD2 ctr – UHRF1 methylated DNA binding inhibitors, primary screen, counter-screen for MBD2 inhibitor project, biochemical, TR-FRET, human UHRF1, single concentration | E3 ubiquitin-protein ligase UHRF1 (Homo sapiens), Q96T88 | UHRF1 binding to methylated oligo | inhibition, % at 4.4 µM | 370,000 compounds, 0.75% hits | AID 687016, 2013; in the data active = inhibition above about 21%;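 note: UHRF1 SRA domain binding a hemimethylated CpG hairpin DNA probe; 0% = median of test compound wells and 100% = reference inhibitor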
# LEDGF integ inh – blockers of LEDGF/p75-dependent integrase strand transfer – biochemical, TR-FRET, high throughput, primary screen; HIV-1 integrase (with human LEDGF/p75); TR-FRET IN-LEDGF/p75 DNA integration, Eu/Cy5; inhibition, % at 3.7 µM; 370,000 compounds, 0.64% hits;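 active = inhibition above the screen-wide mean plus 3 SD, cut at about 13% in these data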;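 note: signal is the Cy5 over europium emission ratio at 671 and 618 nm; 0% = plate median of compound wells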
# ABHD4 inh – ABHD4 inhibitors, primary screen, biochemical, fluorescence polarization, mouse | (Lyso)-N-acylphosphatidylethanolamine lipase (Mus musculus), Q8VD66 | purified mABHD4, FP-Rh probe fluorescence polarization | inhibition, % at 8.92 µM | 370,000 compounds, 0.54% hits | AID 720543, 2013;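 active = inhibition exceeding the mean over every tested compound plus 3 SD, cut at about 30% in these data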;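 note: 0% = plate median of compound wells and 100% = S159A mutant with DMSO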
# Target sequence (Q8VD66 whole entry, looked up): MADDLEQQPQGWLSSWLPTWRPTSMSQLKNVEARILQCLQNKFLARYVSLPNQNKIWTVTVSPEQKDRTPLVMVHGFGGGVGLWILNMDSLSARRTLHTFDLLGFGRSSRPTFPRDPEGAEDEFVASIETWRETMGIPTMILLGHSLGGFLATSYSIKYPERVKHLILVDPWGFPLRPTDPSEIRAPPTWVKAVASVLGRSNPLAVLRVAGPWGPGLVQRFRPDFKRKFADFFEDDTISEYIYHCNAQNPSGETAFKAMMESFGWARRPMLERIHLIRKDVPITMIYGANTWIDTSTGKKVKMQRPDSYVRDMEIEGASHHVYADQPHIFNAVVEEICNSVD
#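 Test system: mABHD4 protein | Buffer or medium: HEPES pH 7.0 buffer, 150 mM NaCl, 0.01% Pluronic F-127 | Probe or stimulus: FP-Rh fluorescent activity-based probe, added after compound pre-incubation | Timing: Pre-incubation 45 min, probe exposure 60 min, at 25 °C | Technique: Fluorescence polarization, excitation 525 nm, emission 598 nm, BODIPY TMR filters | Repeats: Single well per compound (singlicate)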
# TDP2 inh – human TDP2 enzyme inhibitors, primary screen, biochemical, epi absorbance, recombinant enzyme | T5PNP hydrolysis, p-nitrophenol absorbance 415 nm | inhibition, % at 12.8 µM | 370,000 compounds, 0.34% hits | AID 720702, 2013;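 active = inhibition above the mean of all tested compounds plus 3 SD, set per campaign, cut at about 25% in these data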;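 note: 0% = DMSO with enzyme and 100% = buffer with substrate but no TDP2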
#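 Test system: Human TDP2 enzyme | Reagent: 5 mM T5PNP | Compound dosing: 12.8 µM single point, 1% DMSO | Incubation: Enzyme reaction with compound for 2 h at 37 °C | Technique: p-Nitrophenol epi absorbance | Read-out: % inhibition relative to enzyme-containing and enzyme-free wells | Benchmarks: High control without enzyme, low control DMSO plus TDP2 | Replicates: Singlicate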
# HTRA1 inh – HTRA1 serine protease inhibitors, primary screen, biochemical, fluorescence polarization, HTS; recombinant HTRA1, FP-rhodamine activity-based probe; Q92743; inhibition, % at 5.96 µM; 340,000 compounds, 0.5% hits; in the data active = inhibition above about 36%;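 note: 0% = enzyme with DMSO and 100% = wells lacking enzyme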
# PRMT1 inh – PRMT1 methyltransferase inhibitors, primary screen, biochemical, fluorescence polarization; Protein arginine N-methyltransferase 1 (Homo sapiens), Q99873; recombinant PRMT1, activity-based probe fluorescence polarization; inhibition, % at 2.79 µM; 370,000 compounds, 1.3% hits; AID 652257, 2013;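 active = inhibition above about 21% made by adding two undisclosed values, limit read from the data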
# PG9 binder – binders of HIV-1 gp120 antibody PG9, primary screen, biochemical, TR-FRET. HIV-1 gp120 / PG9 antibody interaction. TR-FRET gp120-PG9 antibody binding. 360,000 compounds, 0.43% hits. inhibition, % at 6.7 µM; in the data active = inhibition above about 8.5%
# TCR CD3 inh – inhibitors of human TCR-CD3 interaction, primary screen, biochemical, fluorescence, TAMRA-labeled TCR probe; 360,000 compounds, 0.37% hits; T-cell receptor (TCR); inhibition, % at 9.4 µM; in the data active = inhibition above about 19%;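 note: recombinant mutant TCR 2C K166C tagged with TAMRA read by polarization; 0% = receptor in buffer alone and 100% = receptor with positive control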
# An asterisk follows results filed as active; nt = not tested or not shown.
smiles,PG9 binder,SIAE inh,UHRF1 MBD2 ctr,TDP2 inh,PRMT1 inh,HTRA1 inh,LEDGF integ inh,ABHD4 inh,DDE Tn7 FP inh,TCR CD3 inh
Cc1ccc(COc2cccc(/C=N/NC(=O)c3nnn(-c4nonc4N)c3C)c2)cc1,-1.3,-2,3,0,4,-2,0,-3,6,-4
O=C(O)c1ccc(C(=O)c2ccc3c(c2)C(=O)N(CCO)C3=O)cc1,-2.4,-5,22*,6,7,5,-3,0,7,0
CSc1cnn(CCC#N)c(=O)n1,0.7,2,5,-11,5,nt,1,-6,-3,3
CCOC(=O)N1CCC(Nc2c(OCC)c(=O)c2=O)CC1,-0.4,12,0,0,2,-1,1,-7,-1,-7
CCc1nc(-c2ccc(-c3ccc(OC)cc3)nc2OC)no1,0.5,-8,-1,3,-1,-21,5,-14,7,-8
Cc1ccc(C)c(Cn2c(O)c(N=NC(=S)Nc3ccccc3F)c3ccccc32)c1,-0.4,-1,1,1,0,0,-5,7,-3,2
CCCOc1cccc(C(=O)NCCNC(=O)c2ccco2)c1,0.1,-1,15,0,-1,-1,1,-5,2,2
Cn1cccc1C(=O)C(=O)Nc1cc(Cl)cc(Cl)c1,-1.2,-26,6,-4,0,-14,4,-6,3,-8

# Eight structures out of the list, arranged by molecular weight, falling.
smiles,PG9 binder,SIAE inh,UHRF1 MBD2 ctr,TDP2 inh,PRMT1 inh,HTRA1 inh,LEDGF integ inh,ABHD4 inh,DDE Tn7 FP inh,TCR CD3 inh
Cc1ccc(C)c(Cn2c(O)c(N=NC(=S)Nc3ccccc3F)c3ccccc32)c1,-0.4,-1,1,1,0,0,-5,7,-3,2
Cc1ccc(COc2cccc(/C=N/NC(=O)c3nnn(-c4nonc4N)c3C)c2)cc1,-1.3,-2,3,0,4,-2,0,-3,6,-4
O=C(O)c1ccc(C(=O)c2ccc3c(c2)C(=O)N(CCO)C3=O)cc1,-2.4,-5,22*,6,7,5,-3,0,7,0
CCCOc1cccc(C(=O)NCCNC(=O)c2ccco2)c1,0.1,-1,15,0,-1,-1,1,-5,2,2
CCc1nc(-c2ccc(-c3ccc(OC)cc3)nc2OC)no1,0.5,-8,-1,3,-1,-21,5,-14,7,-8
Cn1cccc1C(=O)C(=O)Nc1cc(Cl)cc(Cl)c1,-1.2,-26,6,-4,0,-14,4,-6,3,-8
CCOC(=O)N1CCC(Nc2c(OCC)c(=O)c2=O)CC1,-0.4,12,0,0,2,-1,1,-7,-1,-7
CSc1cnn(CCC#N)c(=O)n1,0.7,2,5,-11,5,nt,1,-6,-3,3

# (more compounds)
smiles,PG9 binder,SIAE inh,UHRF1 MBD2 ctr,TDP2 inh,PRMT1 inh,HTRA1 inh,LEDGF integ inh,ABHD4 inh,DDE Tn7 FP inh,TCR CD3 inh
O=C(CSc1nnc(CNC(=O)c2ccc(F)cc2)o1)Nc1nccs1,0.4,-5,6,-5,8,4,-2,-1,5,-11
COc1ccc(NC(=O)c2cc(C3CCCCN3S(=O)(=O)c3ccc(C#N)cc3)on2)c(C)c1 (configuration not stated),-3.0,-2,1,-4,1,nt,0,-2,1,1
CCCN(CCC)c1nc2ccccc2nc1C(C#N)C(=O)OCCOC (configuration not stated),-1.4,-1,-7,-7,-2,-23,-2,-9,3,1
CCOc1ccc(C(=O)NCC(=O)NCC(c2ccco2)N2CCCCC2)cc1 (configuration not stated),2.1,-6,-1,6,3,-3,0,0,-1,-10
Cc1nc2oc3ccc(F)cc3c(=O)c2cc1C(=O)O,0.9,2,-4,2,-3,3,2,-6,7,2
Cc1cccc(NC(=O)C2NC(=O)CC2c2ccccc2)c1C (configuration not stated),0.0,2,1,1,-2,6,-3,0,-5,2
CCN(CC)S(=O)(=O)c1ccc(C(=O)NC2=NCCS2)cc1,-1.6,0,-1,3,-3,-9,-3,5,0,5
COc1cc(NC(=O)CSc2nnnn2Cc2ccc3c(c2)OCO3)cc(OC)c1,-0.6,1,24*,4,0,-8,4,-3,4,2
Oc1ccc(NC(=S)Nc2ccc(O)cc2)cc1,-0.7,14,-5,20,4,21,17*,49*,2,13
COc1ccc(Cl)cc1NC(=O)CN(C)C(=O)C1CC(=O)N(Cc2ccc(C)cc2)C1 (configuration not stated),-0.3,-6,2,-1,-1,3,0,4,-2,-9
O=C(C1CCN(S(=O)(=O)N2CCCCC2)CC1)N1CCCCC1,0.9,3,6,4,1,3,-4,8,2,-11
CCn1c(SCC(=O)Nc2ccc(NC(C)=O)cc2)nnc1C1CC1,0.5,-1,0,-3,-3,8,-2,-4,2,3
COc1ccc(CCN2CC(C(=O)NCCc3ccccc3)CC2=O)cc1OC (configuration not stated),-1.5,3,-2,-3,-2,4,0,-5,6,7
CCc1cc2c3c(c(=O)oc2cc1OC(C)C(=O)O)CCCC3 (configuration not stated),-1.8,2,1,-7,1,-1,1,-4,-2,1
COc1ccc(NC2CCCN(C(=O)CCC3=NNC(=O)CC3)C2)cc1 (configuration not stated),-0.5,7,-4,-13,-2,3,-1,6,3,2
O=C(COC(=O)c1ccc(Sc2ccccc2)c([N+](=O)[O-])c1)NC1CCS(=O)(=O)C1 (configuration not stated),-0.4,-1,-2,10,-1,2,2,3,0,0

# Rewritten with each value named: part of the list above.
COc1ccc(Cl)cc1NC(=O)CN(C)C(=O)C1CC(=O)N(Cc2ccc(C)cc2)C1 (configuration not stated)
  PG9 binder: -0.3 | SIAE inh: -6 | UHRF1 MBD2 ctr: 2 | TDP2 inh: -1 | PRMT1 inh: -1 | HTRA1 inh: 3 | LEDGF integ inh: 0 | ABHD4 inh: 4 | DDE Tn7 FP inh: -2 | TCR CD3 inh: -9
O=C(C1CCN(S(=O)(=O)N2CCCCC2)CC1)N1CCCCC1
  PG9 binder: 0.9 | SIAE inh: 3 | UHRF1 MBD2 ctr: 6 | TDP2 inh: 4 | PRMT1 inh: 1 | HTRA1 inh: 3 | LEDGF integ inh: -4 | ABHD4 inh: 8 | DDE Tn7 FP inh: 2 | TCR CD3 inh: -11

# Next entries
smiles,PG9 binder,SIAE inh,UHRF1 MBD2 ctr,TDP2 inh,PRMT1 inh,HTRA1 inh,LEDGF integ inh,ABHD4 inh,DDE Tn7 FP inh,TCR CD3 inh
CCOc1cc(-c2noc(CCC(=O)N3CCOCC3)n2)ccc1OC,-1.7,3,3,3,0,5,-1,-5,-13,8
Cc1ccc2nc(C(Cl)(Cl)Cl)nc(N/N=C/c3ccc([N+](=O)[O-])cc3)c2c1,-0.2,0,0,3,-4,-3,3,4,1,8
COc1ccc(N2CCN(S(=O)(=O)CCNC(=O)c3cc(=O)c4ccccc4o3)CC2)cc1,-1.3,0,2,8,2,4,-2,-2,1,-6
CNC(=O)c1ccccc1NC(=O)c1c(O)c2c([nH]c1=O)CCCC2,0.2,-2,1,-3,2,1,1,-7,-5,-6
COc1ccc(CNC(=O)CCCNS(=O)(=O)c2cccc3nonc23)cc1,0.0,2,0,3,2,0,0,0,4,7
Cc1c[nH]c(=O)c([N+](=O)[O-])c1,0.8,-2,-4,-15,-2,8,0,-2,0,1
O=C(CCNC(=O)Cn1ccc2ccccc2c1=O)NCCCN1CCN(c2ccc(F)cc2)CC1,-2.2,0,15,-5,-2,3,3,-3,-1,3
CCOC(=O)c1nn(-c2ccc(C)cc2)c2nc(Nc3ccccc3)cc(=O)n12,-1.3,-3,-4,-3,4,-26,-1,-12,-5,5
C/C(N)=C(/C#N)C(=O)CN1C(=O)NC(Cc2c[nH]c3ccccc23)C1=O (configuration not stated),0.3,9,-2,-13,-2,-2,-1,5,2,8
Cc1cc(NC(=O)COC(=O)COc2ccc(C(=O)c3ccccc3)cc2)no1,-1.9,2,0,5,-3,-1,-3,2,5,1
Cn1c(-c2cc3c(C(F)(F)F)nn(C)c3s2)n[nH]c1=S,1.7,2,-1,12,-2,5,-2,1,10,11
CC1(C)CC(=O)c2sc(NC(=O)c3ccc4ncsc4c3)nc2C1,0.1,-8,-1,9,7,-5,-1,-5,2,8
COc1ccccc1NC(=O)C1CCN(C(=O)NCc2ccccc2)CC1,0.6,0,-5,-4,-2,1,-1,3,7,2
CC1(CCc2ccccc2)NC(=O)N(CC(=O)Nc2c(F)cccc2F)C1=O (configuration not stated),0.3,5,0,-1,-2,3,6,6,-1,-3
O=C(CCc1ccccc1)Nc1ccccc1,0.9,5,-3,5,-1,1,2,-1,1,-3
O=C(CSc1nccc(=O)[nH]1)Nc1ccccc1Sc1ccccc1,-0.7,0,-2,7,0,1,3,0,-4,2
COC(=O)c1cccc(NC(=O)NC23CC4CC(CC(C4)C2)C3)c1,-1.1,-6,2,9,-1,-7,2,-4,-4,-2
O=C(Nc1c(C(=O)N2CCCCC2)cnn1-c1ccccc1)c1ccccc1,0.2,7,-2,8,-5,1,4,-3,2,-1
CCC(=O)c1ccc(OCC(=O)OCC(=O)NCCCc2ccccc2)cc1,0.5,6,-2,-15,-2,-6,0,2,-3,4
COc1cccc(C(=O)N2CCC(O)(c3cccnc3)CC2)c1,2.0,-6,5,-2,1,2,2,-16,2,-11
Oc1ccc(-c2csc(-c3cccnc3)n2)c(O)c1,-2.0,3,-5,0,6,4,0,7,2,-3
COc1cc(C(=O)N(CCCO)Cc2cc3ccc(C)c(C)c3[nH]c2=O)cc(OC)c1OC,-0.5,0,3,6,1,3,-2,1,2,-3
OC(CNCc1ccco1)Cn1c2ccc(Br)cc2c2cc(Br)ccc21 (configuration not stated),2.1,2,0,0,-3,-27,2,6,-7,2
O=C(COc1ccc2ccccc2c1)NNC(=O)c1cccs1,-1.4,-6,-2,5,-2,1,-2,-5,-5,9
CCOC(=O)C1=C(C)NC(C)=C(C(=O)OCC)C1c1cc2ccc(C)cc2[nH]c1=O,-1.1,8,0,-7,3,-7,-1,5,2,-3
Cc1cc(C)cc(C(=O)NCC(=O)OCc2cc([N+](=O)[O-])cc3c2OCOC3)c1,-0.1,1,-2,7,-1,-8,0,-2,-1,1

# Assay outcomes as filed in PubChem BioAssay.
